# NIH3T3 tox: NIH 3T3 cell cytotoxicity; hit rate 4.3% among 94,000; NIH 3T3 viability, CellTiter-Glo ATP luminescence, 48-72 h; Potency, µM (titrated, usually from 96.7 µM), for inactives: at the top dose activity change, negative = cytotoxicity, most hits filed as inhibitors; also: potency is read from the fitted curve at half-maximal effect; nearly all actives have a fitted effect of over 55% in size
#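 Cytotoxicity is measured as loss of cellular ATP: NIH 3T3 cells (400/well) are exposed to compound for 48 or 72 hr at 37 °C, then CellTiter-Glo luminescence is imaged after 10 min at room temperature.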
# Luciferase inh: inhibitors of firefly (Photinus pyralis) luciferase. P08659. purified P. pyralis luciferase, luminescence, biochemical. Potency, µM (doses to about 115 µM), inactives show at the top dose activity change, negative = inhibition, actives largely listed as inhibitors. hit rate 2.5% among 76,000. AID 1347043; also: potency is read from the fitted curve at half-maximal effect; nearly all actives have a fitted effect of over 65% in size
# Target sequence (P08659 whole entry, looked up): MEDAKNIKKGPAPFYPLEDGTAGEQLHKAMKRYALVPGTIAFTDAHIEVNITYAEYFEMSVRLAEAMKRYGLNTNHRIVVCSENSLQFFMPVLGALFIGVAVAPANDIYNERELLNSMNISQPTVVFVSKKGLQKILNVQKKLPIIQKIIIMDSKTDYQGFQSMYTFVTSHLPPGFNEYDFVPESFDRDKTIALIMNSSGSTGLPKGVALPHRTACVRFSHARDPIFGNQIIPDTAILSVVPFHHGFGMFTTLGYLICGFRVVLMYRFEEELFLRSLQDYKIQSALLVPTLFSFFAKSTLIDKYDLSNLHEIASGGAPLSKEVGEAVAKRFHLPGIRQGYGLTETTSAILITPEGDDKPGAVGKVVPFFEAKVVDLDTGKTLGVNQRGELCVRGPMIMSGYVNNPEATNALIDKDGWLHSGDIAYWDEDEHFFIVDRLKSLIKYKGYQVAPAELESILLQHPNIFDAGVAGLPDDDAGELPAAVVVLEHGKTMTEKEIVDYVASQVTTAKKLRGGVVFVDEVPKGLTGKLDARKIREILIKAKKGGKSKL
#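 Luminescence read by CCD imager after adding enzyme (10nM final) to wells holding compound, titrated in qHTS. Substrates 10uM each D-luciferin and ATP; buffer 50mM Tris acetate pH 7.5, 10mM Mg acetate, Tween-20, BSA.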
# HEK293 viab: reduces viability of HEK-293 SNCA reporter cells | Potency, µM (top dose mostly 57.1 µM), without a hit: at the highest dose activity change, negative = cytotoxicity, hits mostly cytotoxic | HEK-293-SNCA-luc viability, GF-AFC fluorescence, 24 h | hit rate 0.12% among 150,000;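 also: potency is read from the fitted curve at half-maximal effect; 0% = DMSO-treated cells and -100% = medium-only wells without cells; nearly all actives have a fitted effect of over 30% in size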
#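 HEK-293-SNCA-luc cells (1500/well) plated 24 h, then exposed 24 h to a dilution series; GF-AFC added 30 min at 37C, fluorescence 405/540 nm; normalised to medium-only and DMSO wells, Hill fit.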
# HEK cytotox: kills HEK 293 cells | HEK 293 viability, ATP luminescence (CellTiter-Glo), 48-72 h | Potency, µM (highest dose often 115 µM), inactives show at the top dose activity change, negative = cytotoxicity, usual class: inhibitors | hit rate 6.6% among 94,000 | AID 1345083; also: potency is read from the fitted curve at half-maximal effect; nearly all actives have a fitted effect of over 60% in size
#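 ATP-coupled CellTiter-Glo luminescence served as viability read-out, recorded 10 min after reagent addition at room temperature. HEK 293 cells, 250 cells/well, had been incubated with pintool-transferred compound for 48 or 72 hr at 37 degree Celsius.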
# SNCA expr inhib: reduces expression of the alpha-synuclein gene; HEK-293 SNCA-luciferase knock-in, luminescence, 24 h; Potency, µM (titrated, usually from 57.2 µM), for inactives: at the highest dose activity change, negative = inhibition, hits mostly inhibitors; hit rate 0.17% among 140,000; AID 1671194;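 also: potency is read from the fitted curve at half-maximal effect; plate controls were DMSO cells for no effect and cell-free wells for full effect; nearly all actives have a fitted effect of over 45% in size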
# IP6K1 inhibitor: IP6K1 kinase inhibition; Q92551; IP6K1 kinase, ADP-Glo luminescence, 2 h; stronger effect = lower value; activity change, % (series mostly up to about 58 µM); hit rate 0.81% among 140,000; AID 1645851; in the data active = activity change below about -25%
# Target sequence (Q92551 whole entry, looked up): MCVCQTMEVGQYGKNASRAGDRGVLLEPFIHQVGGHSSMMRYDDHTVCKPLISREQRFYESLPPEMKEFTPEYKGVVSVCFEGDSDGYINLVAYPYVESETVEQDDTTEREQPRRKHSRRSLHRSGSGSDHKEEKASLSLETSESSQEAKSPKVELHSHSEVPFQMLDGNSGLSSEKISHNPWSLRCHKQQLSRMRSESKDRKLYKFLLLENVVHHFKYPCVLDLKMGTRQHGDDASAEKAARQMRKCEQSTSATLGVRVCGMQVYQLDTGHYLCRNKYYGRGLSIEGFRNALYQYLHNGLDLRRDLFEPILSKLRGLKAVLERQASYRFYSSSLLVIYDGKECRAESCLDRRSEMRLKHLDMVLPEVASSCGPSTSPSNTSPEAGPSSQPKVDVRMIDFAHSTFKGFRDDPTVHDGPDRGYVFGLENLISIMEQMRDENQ
#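 ADP-Glo luminescence measures ADP made by human IP6K1 during a 2 h RT reaction with ATP/IP6 (mix at 1.3 mM/130 uM); top library doses 57.5 and 19.1 uM final.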
# GPT2 inhibitor: inhibitors of human GPT2 alanine aminotransferase | hit rate 0.25% among 100,000 | Q8TD30 | Recombinant GPT2, coupled pyruvate oxidase/HRP Amplex Red fluorescence | AID 1671188 | Potency, µM (highest dose often 57.7 µM), for the others: at the top dose activity change, negative = inhibition, usual class: inhibitors; also: potency is read from the fitted curve at half-maximal effect; nearly all actives have a fitted effect of over 60% in size; many of its hits are not listed in these tables
#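 Fluorescence read-out: pyruvate from GPT2 turnover coupled to pyruvate oxidase, HRP and Amplex Red (0.2mM ThPP, 0.2U/mL PO and HRP, 50uM Amplex final). Substrates 250uM a-KG, 2mM L-alanine; enzyme 10ng/uL; 30 min RT.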
# The depositor's hits bear a star; i = inactive; ? = inconclusive; . = no result given; [ ] = dose if it differs, or a comment. Unless noted, calls follow the shape of the dose curve; as a rule, active = well fitted curve in the direction sought with a large enough effect; inconclusive = small, poorly fitted or top-dose-only effect, or another doubt; inactive = no such curve, though single readings can be large; an effect the other way counts as inactive or inconclusive. Unless noted, % is scaled to controls: 0 for no effect and ±100 for the full control effect.
# Values run as follows: NIH3T3 tox	Luciferase inh	HEK293 viab	HEK cytotox	SNCA expr inhib	IP6K1 inhibitor	GPT2 inhibitor
CNC(=O)C(C)N(C)C(=O)c1coc(COc2ccc3ccc(OC)cc3c2)n1 (configuration not stated)
    ?	-16%	-13%	?	-3%	14	i
CN1C(=O)CC[C@]2(C(=O)NC3CC3)CCCC[C@@H]12
    -3%	-6%	5%	-7%	-10%	-4	i
COc1ccc(NC(=O)N[C@H]2[C@H](O)[C@@H](Sc3ccccc3)[C@@H]3OC[C@H]2O3)cc1
    ?	-23%[172 µM]	5%[87.6 µM]	?	38%[activator][87.6 µM]	-8	-21%[88.5 µM]
CO[C@@H]1[C@@H](O[C@@H]2O[C@H](C)[C@@H](O[C@H]3C[C@@](C)(O)[C@@H](O)[C@H](C)O3)[C@H](N(C)C)[C@H]2O)[C@@H](CC=O)C[C@@H](C)[C@@H](O[C@@H]2CC[C@H](N(C)C)[C@@H](C)O2)/C=C/C=C/C[C@@H](C)OC(=O)C[C@H]1OC(C)=O
    .	.	-3%[23.9 µM]	.	-43%[25.6 µM]	0	3%
O=C(C1CCN([S+](=O)([O-])c2ccccc2)CC1)N1CCC(c2nc3ncccc3[nH]2)CC1
    -14%	.	-4%	2%	-19%	3	0%
O=C(NCCc1ccccc1)C1CCCN1C(=O)c1cccc(-c2cccnc2)c1 (configuration not stated)
    ?	.	.	-17%	.	-9	.
CC(C)CN1C[C@@H](C(=O)O)C[C@@H](C(=O)Nc2ccc(F)cc2)C1
    4%	3%	-3%	3%	3%	-6	3%[11.5 µM]
O=C(NC(C(=O)N1CCCCC1)C1CCN(C(=O)c2cccs2)CC1)c1ccc2c(c1)OCO2 (configuration not stated)
    ?	-2%	-16%	-24%	-10%	-8	i
CC(=O)N1CC2(CCCN(C3CCCCC3)C2)Cc2ccccc21 (configuration not stated)
    -14%	.	-19%	-19%	-28%	-13	-6%
Cc1ccc(-n2ncc3c(NCCC4=CCCCC4)ncnc32)cc1C
    .	.	10%	.	23%	-14	.
CN(CCc1ccccn1)C(=O)COc1ccc(NC(=O)C2CC2)cn1
    i	9%	6%	-3%	1%	23	i
Oc1ccccc1CNC[C@H]1O[C@H](Cc2cc(CN3CCCCC3)on2)CC[C@@H]1O
    -26%[174 µM]	-1%[172 µM]	-27%[87.6 µM]	?	-10%[87.6 µM]	10	i
COc1ccc(C(=O)N2CCC(C(=O)N3CCCCCCNC(=O)CC3)CC2)c(OC)n1
    -12%	-2%	2%	i	4%	-9	3%
CCOc1ccccc1NC(=O)CSc1ccc2nc(-c3ccccc3)cn2n1
    .	.	-8%	.	24%	-5	.
CCc1cc(N2CCC3(CCCN(C)C3=O)C2)nc(N2CCCC2)n1 (configuration not stated)
    ?	3%	-26%	-30%	?	-5	-10%
CCCCOc1ccc(C(=O)Nc2cc(-c3ccc(C)cc3)no2)cc1
    .	.	-3%	.	-13%	1	.
CCOc1ccc(C(=O)N(Cc2sccc2C)C2CCS(=O)(=O)C2)cc1 (configuration not stated)
    .	.	-5%	.	3%	-17	.
COC(=O)C1=C2Nc3ccccc3C23CCN2CCCC(C(C)O)(C1)C23 (configuration not stated)
    .	.	0%	.	.	11	3%[27.3 µM]
COc1ccc(NC(=O)CCC2CCCN(C(=O)c3csc(C(C)=O)c3)C2)cc1Cl (configuration not stated)
    ?	-15%	-5%	?	5%	7	i
COc1cccc(CCC(=O)N2CCCC(c3nnnn3-c3ccccc3)C2)c1 (configuration not stated)
    ?	.	0%	-22%	-30%	7	i
CC(C)(C)c1ccc(C(=O)Nc2nc3c(s2)C[C@@H]2[C@](C)(CO)[C@H](O)CC[C@@]2(C)[C@@H]3CC(=O)NC2CC2)cc1
    45µM*	45µM*	-16%	45µM*	-12%	-8	-2%
O=C(NCc1ccccc1)C1(c2ccc(Cl)cc2)CCOCC1
    ?	.	.	-25%[172 µM]	.	3	.
COc1ccc(N2CCN(C(=O)c3noc(-c4ccc(C)cc4)n3)CC2)cc1
    ?	14µM*	3%	?	30%	2	1%
CSc1cccc(NC(=O)CN2C(=O)COc3ccc(Cl)cc32)c1
    .	.	8%	.	-1%	-19	.
CCOc1ccc(CCNC(=O)c2cc(C)nc3c2c(C)nn3-c2cccc(F)c2)cc1
    .	.	-2%	.	4%	1	.
COc1ccc(OC)c(NC(=O)C2Cn3cccc3C(=O)N2C)c1 (configuration not stated)
    -8%	-2%	0%	-1%	-8%	-3	-19%
COc1ccc(CN2CC3(C2)NC(=O)c2ccccc2O3)cc1
    ?	-7%[172 µM]	-6%[87.6 µM]	?	17%[87.6 µM]	0	-17%[88.5 µM]
CCCS(=O)(=O)c1nc(S(=O)(=O)c2ccc(C)cc2)c(NCCCOC(C)C)s1
    .	.	0%	.	-11%	-1	.
Cc1cccc(C(=O)NCC(=O)N2CCCCCNC(=O)CC2c2ccccc2)c1 (configuration not stated)
    i	3%	-2%	i	-12%	-1	i
CC(=O)NCCNc1nc2c(-c3ccc(C)cc3)nnn2c2ccccc12
    .	.	11%	.	49%[activator]	15	.
COc1ccc2cc(CNc3ccc(C)cc3)c(=O)n(CC(=O)Nc3ccc(C)cc3Cl)c2c1
    .	.	1%	.	11%	-9	.
COc1cccc(N2CCN(C(=O)Cn3nc(C)n4c(cc5c(OC)cccc54)c3=O)CC2)c1
    .	.	4%	.	-18%	-19	.
COc1ccc(OC)c(-c2nc(CN3CCN(C)C(=O)C3C)c(C)o2)c1 (configuration not stated)
    -12%	1%	-6%	-3%	1%	10	i[11.5 µM]
COc1cccc(-c2ccnc3nc(Cc4ccc(F)cc4)nn23)c1
    ?	-9%	-14%	?	-11%	13	i
COc1ccc(Cl)cc1S(=O)(=O)N1CCc2nn(C)c(=O)n2CC1
    1%	3%	-7%	1%	-2%	-9	-9%
CCCS(=O)(=O)N1CCC(N2CCCC(C(=O)N3CCOCC3)C2)CC1 (configuration not stated)
    -2%	10%	-11%	i	-3%	-2	i
CCc1ccccc1CN1CCC(CO)(CN2CCCC2)CC1
    ?	4%	9%	?	-6%	7	2%
Cc1nn2c(c1-c1ccccc1C(C)C)N(C(=O)Cc1ccccn1)CCC2
    ?	-14%[172 µM]	?	?	?	10	4%[88.5 µM]
COC(=O)c1ccccc1O[C@@H]1O[C@H](CO)[C@@H](O)[C@H](O)[C@H]1O[C@@H]1O[C@@H](C)[C@H](O)[C@@H](O)[C@H]1O
    .	.	-15%[23.9 µM]	.	.	-9	-1%[27.3 µM]
CC(NC(=O)c1ccc2nccn2c1)c1ccc(F)cc1 (configuration not stated)
    ?	1%[172 µM]	10%[87.6 µM]	-24%[172 µM]	16%[87.6 µM]	-8	i

# Random excerpt: two entries already listed
# Values run as follows: NIH3T3 tox	Luciferase inh	HEK293 viab	HEK cytotox	SNCA expr inhib	IP6K1 inhibitor	GPT2 inhibitor
CCc1ccccc1CN1CCC(CO)(CN2CCCC2)CC1
    ?	4%	9%	?	-6%	7	2%
COc1cccc(-c2ccnc3nc(Cc4ccc(F)cc4)nn23)c1
    ?	-9%	-14%	?	-11%	13	i

# Copied from the list:
# O=C(C1CCN([S+](=O)([O-])c2ccccc2)CC1)N1CCC(c2nc3ncccc3[nH]2)CC1 @ HEK cytotox = 2%
# COc1ccc(N2CCN(C(=O)c3noc(-c4ccc(C)cc4)n3)CC2)cc1 @ GPT2 inhibitor = 1%
# CNC(=O)C(C)N(C)C(=O)c1coc(COc2ccc3ccc(OC)cc3c2)n1 (configuration not stated) @ Luciferase inh = -16%

# Following part:
# Values run as follows: NIH3T3 tox	Luciferase inh	HEK293 viab	HEK cytotox	SNCA expr inhib	IP6K1 inhibitor	GPT2 inhibitor
OCc1ccc(-c2cc3c(ccn3Cc3cccnc3)c(C3=CCOCC3)n2)cc1
    ?	-2%[172 µM]	11%[87.6 µM]	?	-3%[87.6 µM]	-17	5%[88.5 µM]
Cc1cccc(S(=O)(=O)N(C)CC2CCOCC2)c1
    -8%	-10%	-18%	-6%	?	12	i
COc1ccc(C(=O)N2CCC(Cc3nc(-c4ccccc4)no3)CC2)cc1OC
    ?	-21%	?	?	?	-14	5%
CC1CCN(C(=O)CSc2nc(-c3ccccc3)no2)CC1
    .	.	0%	.	36%[activator]	-26*	.
Cc1csc(NC(=O)c2nc3c(o2)CCN(Cc2ccccc2F)CC3)n1
    ?	4.5µM*	1%[87.6 µM]	?	54%[activator][87.6 µM]	5	-14%[88.5 µM]
O=C1NC2(CCCN(Cc3cncs3)C2)COc2ccccc21 (configuration not stated)
    22µM*	2%	-11%	28µM*	-21%	3	-8%
O=C(CCc1ccccc1)N1CCC2(CC1)CC(CO)N(C(=O)c1ccccc1)C2 (configuration not stated)
    -11%	.	2%	0%	5%	-7	-2%
Cc1cccc(C(=O)NCc2nnc(SCC(=O)Nc3ccccc3F)n2-c2ccccc2)c1
    .	.	3%	.	44%[activator]	-5	.
NC(Cc1ccc(Cl)cc1)C(=O)O (configuration not stated)
    .	.	5%	.	23%	1	0%
Cc1cc(Cl)ccc1OCC(=O)N(Cc1ccc(N(C)C)cc1)C1CCS(=O)(=O)C1 (configuration not stated)
    .	.	-10%	.	9%	-1	.
Cn1cnc(C(=O)N[C@@H]2[C@@H](Cc3ccccc3)[C@H]3OCC[C@@H]23)c1
    2%	2%	-7%	i	20%	26	i
O=C(c1ccc2cccc(F)c2n1)N1CCN(C(=O)C2CCCCC2)CC1
    0%	8%	-3%	2%	-28%	-9	i
CCn1cc(S(=O)(=O)N2C[C@@H](Oc3ccccc3)C[C@@H]2C(=O)NC)cn1
    -19%	0%	-3%	?	-20%	5	i
CCN1CC2(CCN(C(=O)C3CCCCN3Cc3ccccc3)CC2)OC1=O (configuration not stated)
    -5%	0%	10%	-25%	43%[activator]	4	0%
CC(C)C[C@@H]1N[C@H](C(=O)N2CCN(C)CC2)Cc2cn(Cc3nccn3C)c3cccc1c23
    -7%	-3%	1%	-19%	6%	-11	0%
CCN(CC)S(=O)(=O)c1ccc2c(c1)nc(CN(C)C(=O)Nc1ccc(F)cc1)n2C
    .	.	5%	.	27%	13	.

# One compound at a time (already shown). Screens in order: NIH3T3 tox	Luciferase inh	HEK293 viab	HEK cytotox	SNCA expr inhib	IP6K1 inhibitor	GPT2 inhibitor
# Profile of `O=C(c1ccc2cccc(F)c2n1)N1CCN(C(=O)C2CCCCC2)CC1` : 0%	8%	-3%	2%	-28%	-9	i
# Profile of `CC(C)C[C@@H]1N[C@H](C(=O)N2CCN(C)CC2)Cc2cn(Cc3nccn3C)c3cccc1c23` : -7%	-3%	1%	-19%	6%	-11	0%
